Screening results deposited in PubChem BioAssay by National Center for Advancing Translational Sciences (NCATS).
GLP1R cytotox – cytotoxicity in counter-screen for GLP-1R inverse agonists; HEK293 cAMP-luciferase reporter cells, luminescence, 24 h; Potency, µM (doses to about 38.3 µM), for the others: at the highest dose activity change, negative = inhibition, usual class: inhibitors; 410,000 tested, 0.13% active;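 further: loss of luciferase light is scored as toxicity; potency means the concentration at half of the fitted maximal effect; on the % scale 0 is the no-effect control and ±100 the full control effect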
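MLSMR compounds, 24 hr on cells at 37 deg C/5% CO2; luminescence after luciferase reagent (12 min RT). Inhibition counted as the undesired cytotoxic outcome.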
KB-V1 cytotox – KB-V1 MDR subline cytotoxicity | KB-V1 MDR cells viability, CellTiter-Glo, 72 h | Potency, µM (titrated, usually from 46.1 µM), inactives show at the highest dose activity change, negative = cytotoxicity, hits mostly cytotoxic | 400,000 tested, 3.4% active | AID 1347076; further: potency means the concentration at half of the fitted maximal effect; on the % scale 0 is the no-effect control and ±100 the full control effect; nearly all actives have a fitted effect of over 60% in size
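Drug-selected KB-V1 cells, grown in DMEM lacking phenol red with 10% FBS, receive compound titrations; after three days at 37 degrees C, surviving cell ATP is quantified by CellTiter-Glo luminescence and responses normalized and curve-fitted.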
IL1B secr inh – blocks inflammasome-driven IL-1 beta release; THP-1 LPS/ATP IL-1B secretion, AlphaLISA, 16 h; active compounds read low; activity change, % at 57.5 µM; 360,000 tested, 4.7% active; in the data active means activity change below about -50%; inconclusive means mostly about -30% to -49%; further: on the % scale 0 is the no-effect control and ±100 the full control effect
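THP-1 cells pretreated 1 hr with compounds (up to 57.5 uM final), then stimulated with LPS (250 ng/mL final) plus ATP (1.25 mM final); secreted IL-1B measured by AlphaLISA after 16 hr, decreased signal indicating inhibition.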
SW480 rerep – DNA re-replication induction in SW480 cells | SW480 DNA re-replication, Hoechst DNA content imaging, 48 h | Potency, µM (titrated, usually from 46.1 µM), for inactives: at the highest dose re-replication activation, hits mostly activators | 340,000 tested, 1.8% active; further: potency means the concentration at half of the fitted maximal effect; % of control where 0% means no effect; nearly all actives have a fitted effect of over 55% in size
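Treated cells incubate 48 hr (37 C, 5% CO2), are stained 40 min with Hoechst, and nuclear fluorescence is enumerated; a rise in nuclei with high DNA signal marks re-replication.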
MCF10A rerep – induces DNA re-replication in MCF 10a normal breast cells | MCF 10A DNA re-replication, Hoechst nuclear intensity, 48 h | Potency, µM (titrated, usually from 46.1 µM), for inactives: top-dose activity, positive = re-replication, usual class: activators | 350,000 tested, 2.9% active | AID 624296; further: potency means the concentration at half of the fitted maximal effect; % of control where 0% means no effect; nearly all actives have a fitted effect of over 50% in size
HT1080 IDH1KD tx – toxicity to HT-1080 IDH1 knockdown cells (counter line). HT-1080 IDH1 knockdown viability, ATP luminescence, 48 h. Potency, µM (top dose mostly 46.1 µM), for inactives: at the highest dose activity, negative = toxicity, most hits filed as cytotoxic. 360,000 tested, 2% active;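 further: potency means the concentration at half of the fitted maximal effect; 0% = DMSO wells and -100% = cell-free medium wells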
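Assay cells: HT-1080 with IDH1 knockdown, 750 per well, RPMI/5% FBS. Exposure: 48 h at 37 °C following 2 h pre-incubation. Read: CellTiter-Glo luminescence; fitted concentration-response, curve class assigned.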
D3 ag – activates the human D3 dopamine receptor; 410,000 tested, 0.58% active; AID 652048; D3R DiscoveRx beta-arrestin cells, luminescence, 90 min; P35462; max activation, %; in the data active means max activation above about 30%; further: 0% is about no effect; mostly tested at two doses, the higher about 12 µM
Target sequence (P35462 whole entry, looked up): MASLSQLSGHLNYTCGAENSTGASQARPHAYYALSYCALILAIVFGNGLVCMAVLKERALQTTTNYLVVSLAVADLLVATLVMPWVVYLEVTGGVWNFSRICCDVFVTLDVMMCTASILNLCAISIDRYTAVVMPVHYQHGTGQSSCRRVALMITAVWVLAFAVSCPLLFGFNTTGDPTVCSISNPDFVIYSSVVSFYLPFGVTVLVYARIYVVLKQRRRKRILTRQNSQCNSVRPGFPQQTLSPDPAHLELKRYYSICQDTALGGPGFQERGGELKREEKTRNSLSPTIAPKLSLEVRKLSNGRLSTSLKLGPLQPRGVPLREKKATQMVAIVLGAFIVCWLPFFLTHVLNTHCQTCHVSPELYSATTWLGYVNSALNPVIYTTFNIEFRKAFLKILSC
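Cells at 1500/well, incubated overnight, then treated with pinned compounds (dopamine as control) for 90 min at 37 degrees C. DiscoveRx reagent added for 30 - 60 minutes at room temperature; luminescence read.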
HT1080NT lethal – kills 2HG-producing HT-1080-NT fibrosarcoma cells; HT-1080-NT fibrosarcoma viability, CellTiter-Glo ATP luminescence, 48 h; Potency, µM (top dose mostly 46.1 µM), inactives show at the top dose activity, negative = less viability, actives largely listed as cytotoxic; 360,000 tested, 1.6% active;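 further: NT is the 2HG producing partner of a matched IDH1 knockdown line; potency means the concentration at half of the fitted maximal effect; 0% = DMSO-treated cells and -100% = media-only wells without cells; nearly all actives have a fitted effect of over 55% in size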
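Viability of the 2HG-overproducing fibrosarcoma line after 48 hours of compound exposure at 37 degrees C was determined by luminescence with CellTiter-Glo, and concentration-effect curves were then fitted and categorized.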
KB-3-1 tox – KB-3-1 parental cell cytotoxicity; 400,000 tested, 1.4% active; AID 1347075; KB-3-1 viability, CellTiter-Glo ATP luminescence, 72 h; Potency, µM (highest dose often 46.1 µM), for inactives: at the highest dose activity change, negative = cytotoxic, actives largely listed as cytotoxic; further: potency means the concentration at half of the fitted maximal effect; on the % scale 0 is the no-effect control and ±100 the full control effect; nearly all actives have a fitted effect of over 60% in size
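Screening of KB-3-1 cells (DMEM, 10% FBS, phenol-red free) ran from lowest to highest compound concentration; after 72 h at 37 °C viability was read luminescently and curves fitted.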
The depositor's hits bear a star; ? = inconclusive; · = not tested or not shown; [ ] = dose if it differs, or a comment. Unless noted, the call rests on the fitted dose curve; in most records, active means well fitted curve in the direction sought with a large enough effect; inconclusive means small, poorly fitted or top-dose-only effect, or another doubt; inactive means no such curve, though single readings can be large; an effect the other way counts as inactive or inconclusive.

SMILES	GLP1R cytotox	KB-V1 cytotox	IL1B secr inh	SW480 rerep	MCF10A rerep	HT1080 IDH1KD tx	D3 ag	HT1080NT lethal	KB-3-1 tox
COC(=O)c1sccc1S(=O)(=O)NC(C)c1cnn(-c2ccc(OC)cc2)c1C (stereo unspecified)	-2%	-15%	0	-4%	2%	0%	-18	-5%	-6%
COc1ccc(CNC(=O)c2cc3cc4cc(OC)ccc4nc3o2)cc1	-15%	-8%	·	·	·	·	-8	·	-6%
S=C(NCCc1ccccn1)NC1CCCCC1	4%	-20%	-22	-3%	0%	13%	-2	4%	-1%
Cc1ccccc1CC1SC(N)=NC1=O (stereo unspecified)	10%	-4%	3	1%	1%	15%	2	16%	2%
COc1cc(NC(=O)COc2ccccc2[N+](=O)[O-])ccc1NC(=O)c1ccco1	?	-14%	-4	-7%	-27%	8%	-1	0%	13%
CCC(=O)Nc1sc2c(c1C#N)CC(C)(C)NC2(C)C	-13%	-2%	-1	-22%	2%	4%	6	9%	4%
Cc1cc(=O)n2nc(N3CCC(C(=O)NCCc4ccc(Cl)cc4)CC3)sc2n1	7%	28%	-26	-7%	0%	-14%	5	?	14%
Cc1ccc(NC(=O)CC(O)(C(F)(F)F)C(F)(F)F)cc1	4%	9%	?	3%	1%	1%	4	7%	5%
NC(=O)c1ccc(N2CCOCC2)nc1	-6%	-2%	1	-7%	5%	-1%	-1	2%	1%
COC(=O)c1ccccc1NC(=O)COC(=O)CSCC(=O)N1CCOCC1	1%	12%	10	-3%	-3%	-2%	5	0%	16%
Cc1ccc(NC(=O)C2CC(=O)NC(Nc3cccc(C)c3)=N2)cc1 (stereo unspecified)	1%	?	2	-4%	-6%	-1%	1	2%	7%
Cc1ccc(-c2cc(C#N)c(=O)n(Cc3c(Cl)cccc3Cl)c2)cc1	6%	-23%	-4	1%	?	0%	0	3%	1%
COc1ccccc1N1CCN(C(CNC(=O)C2CCCCC2)c2cccnc2)CC1 (stereo unspecified)	3%	-29%	6	-2%	10%	1%	-14	-4%	-23%
Cc1c(=O)n(OCc2ccc(Cl)cc2)c2ccccc2[n+]1[O-]	27%	?	16	-3%	27%	0%	2	1%	-3%
O=C(N/N=C/c1ccncc1)/C(=C/c1ccccc1)NC(=O)c1ccccc1	-3%	20%	-5	-4%	6%	-18%	-13	5%	2%
COc1cccc(CN(C)C(=O)c2[nH]c(C)c(C(C)=O)c2C)c1OC	3%	18µM*	53	-1%	7%	-25%	12	-15%	7.3µM*
CC(=O)C1CCC2C(CCC3=CC(=O)CCC32)C1 (stereo unspecified)	-2%	?	-8	-9%	5%	6%	-10	8%	?
O=S1(=O)CC(N2CCCCC2)C(N2CCCCC2)C1 (stereo unspecified)	-12%	20%	16	0%	2%	16%	2	3%	-4%
CC(C)Cc1nnc(NC(=O)c2cc(-c3ccccc3)nc3ccccc23)s1	9%	-8%	2	4%	-185%[0.0737 µM]	-5%	1	-2%	3%
COc1ccc(C2c3[nH]c4ccccc4c3C[C@H]3C(=O)N(CC(C)C)CC(=O)N23)c(OC)c1 (stereo partly specified)	-18%	-9%	-2	1%	3%	-3%	6	-20%	5%
NS(=O)(=O)c1ccc(CCNC(=O)CSc2nc3ccsc3c(=O)n2CC2CCC(C(=O)O)CC2)cc1 (stereo unspecified)	2%	3%	10	-6%	2%	18%	1	7%	2%
CC(=O)Nc1ccc(C)c([N+](=O)[O-])c1	5%	0%	-13	-4%	-3%	5%	11	11%	-4%
O=C(CCn1cnc2ccccc21)N=Nc1c(O)[nH]c2ccccc12	-8%	-7%	41	·	·	-14%	1	0%	14%
Cc1n[nH]c(=O)c2c(NC(=O)CSc3nc4ccccc4c(=O)n3C(C)C)oc(C)c12	-1%	10%	-10	-12%	-9%	-20%	5	-11%	0%
Cc1noc(/C=C/N(C)C)c1S(=O)(=O)N1CCCC(C(=O)Nc2ccccc2F)C1 (stereo unspecified)	6%	17%	0	?	23µM*	-1%	-2	-1%	-1%
SMILES	GLP1R cytotox	KB-V1 cytotox	IL1B secr inh	SW480 rerep	MCF10A rerep	HT1080 IDH1KD tx	D3 ag	HT1080NT lethal	KB-3-1 tox
CCC/C=N/NC(=O)c1cccc(Br)c1	-10%	19%	-15	0%	-11%	0%	4	1%	3%
O=C(CCc1nnc(CCC2CCCCC2)o1)NCCc1cccnc1	-24%	15%	9	-6%	-3%	-5%	2	4%	1%
CCCN1Cc2cccc(C(=O)NCc3ccc(C)cc3)c2C1=O	13%	?	-13	12%	-7%	-8%	-2	-2%	?
Cc1ccc(-n2nc(-c3ccccc3)c3cnc4cc5c(cc4c32)OCO5)cc1C	3%	-7%	·	·	·	·	-15	·	-6%
CCOC(=O)c1sc(NC(=S)NC(=O)C23CC4CC(CC(C4)C2)C3)cc1C	22%	0%	43	-3%	7%	8%	8	6%	-2%
CCCC(c1nnnn1C(C)(C)CC)N(CCCO)Cc1cc2cc(C)cc(C)c2[nH]c1=O (stereo unspecified)	1%	?	-12	?	13%	?	-9	?	?
CC1CCc2sc(C(=O)NC3CCCCC3)cc2C1 (stereo unspecified)	-2%	0%	-26	0%	4%	11%	-1	-7%	7%
O=C(NCCc1ccccc1)C(=S)N1CCCCC1	-13%	0%	-5	6%[1.84 µM]	-15%	7%	2	7%	?
CCS(=O)(=O)CCSC(=N)N	-22%	-1%	-13	-3%	2%	?	8	?	14%
Cc1cc(OCC(=O)NCCO)cc(C)c1Cl	2%	7%	5	9%	-4%	0%	2	2%	3%
Cc1ccc(C(=O)C(C)OC(=O)Cn2[nH]c(=O)c3ccccc3c2=O)cc1C (stereo unspecified)	-5%	8%	14	-9%	0%	-1%	-8	-1%	-12%
COc1cccc(C2CC(c3ccccc3Cl)n3nnnc3N2)c1 (stereo unspecified)	-1%	-29%	0	3%	6%	-26%	-4	-1%	?
Cc1ccc(/C=N/NC(=O)c2ccco2)s1	2%	8%	-9	-7%	3%	-7%	-6	-9%	4%
Cc1ccc(S(=O)(=O)N2CCCCC2C)cc1[N+](=O)[O-] (stereo unspecified)	-2%	0%	-7	-7%	13%	-11%	2	-10%	0%
CC(=O)NC(Cc1cccc(F)c1)C(=O)NC1CCN(C(=O)Nc2ccc(C)cc2)CC1 (stereo unspecified)	-2%	2%	0	-8%	?	0%	-1	0%	-7%
Cn1c(=O)c2cc(S(=O)(=O)NC(Cc3ccccc3)C(=O)NCc3ccco3)ccc2n(C)c1=O (stereo unspecified)	2%	5%	6	-6%	-1%	11%	4	1%	33%
Cc1ccc(CNC(=O)c2ccc(N3CCC4(CC3)CC(c3cccc(Br)c3)=NO4)c(NC(=O)c3c(Cl)cccc3Cl)c2)cc1	-13%	-19%	0	2%	-11%	8%	-3	5%	12%
CCC(=O)Nc1ccc(C(=O)CSc2nnc(-c3ccc(NS(=O)(=O)CC)cc3)o2)cc1OC	-13%	22%	3	-13%	-1%	-7%	6	-11%	14%
CCNC(=O)C1(C)CCCCN1Cc1ccc(C#N)cc1 (stereo unspecified)	2%	0%	46	·	·	17%	1	19%	0%
O=C(CC1SC(N2CCCC2)=NC1=O)Nc1ccc(C(=O)NCCc2ccc(F)cc2)cc1 (stereo unspecified)	22%	?	18	-1%	-2%	5%	6	5%	15%
Cc1nc(-c2noc(-c3ccc(Cl)cc3)n2)c(C(F)(F)F)o1	23%	7%	3	1%	-3%	25%	1	27%	-1%
O=C(NCc1nc2ccccc2[nH]1)c1cc2ccccc2oc1=O	-14%	-12%	-9	-4%	-2%	-1%	-6	-4%	-8%

Ordered by SMILES length (highest first): part of the list above.
SMILES	GLP1R cytotox	KB-V1 cytotox	IL1B secr inh	SW480 rerep	MCF10A rerep	HT1080 IDH1KD tx	D3 ag	HT1080NT lethal	KB-3-1 tox
Cn1c(=O)c2cc(S(=O)(=O)NC(Cc3ccccc3)C(=O)NCc3ccco3)ccc2n(C)c1=O (stereo unspecified)	2%	5%	6	-6%	-1%	11%	4	1%	33%
Cc1n[nH]c(=O)c2c(NC(=O)CSc3nc4ccccc4c(=O)n3C(C)C)oc(C)c12	-1%	10%	-10	-12%	-9%	-20%	5	-11%	0%
COc1cc(NC(=O)COc2ccccc2[N+](=O)[O-])ccc1NC(=O)c1ccco1	?	-14%	-4	-7%	-27%	8%	-1	0%	13%
COC(=O)c1sccc1S(=O)(=O)NC(C)c1cnn(-c2ccc(OC)cc2)c1C (stereo unspecified)	-2%	-15%	0	-4%	2%	0%	-18	-5%	-6%
O=C(N/N=C/c1ccncc1)/C(=C/c1ccccc1)NC(=O)c1ccccc1	-3%	20%	-5	-4%	6%	-18%	-13	5%	2%
CC(C)Cc1nnc(NC(=O)c2cc(-c3ccccc3)nc3ccccc23)s1	9%	-8%	2	4%	-185%[0.0737 µM]	-5%	1	-2%	3%
Cc1nc(-c2noc(-c3ccc(Cl)cc3)n2)c(C(F)(F)F)o1	23%	7%	3	1%	-3%	25%	1	27%	-1%
Cc1ccc(/C=N/NC(=O)c2ccco2)s1	2%	8%	-9	-7%	3%	-7%	-6	-9%	4%
Cc1cc(OCC(=O)NCCO)cc(C)c1Cl	2%	7%	5	9%	-4%	0%	2	2%	3%
Cc1ccccc1CC1SC(N)=NC1=O (stereo unspecified)	10%	-4%	3	1%	1%	15%	2	16%	2%
